From PubChem
CHRM4 agonist – agonists of human muscarinic M4 receptor (CHRM4). P08173. AID 624127. CHO-K1 hM4/Gqi5, Fluo-8 calcium fluorescence; vehicle 0%, full acetylcholine response 100%. hit rate 0.14% among 360,000. activation, % at 3 µM;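 active means activation above the run mean over all test wells plus 3 SD, cut at about 32% in these data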;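 further: peak over basal fluorescence ratio per well then scaled between controls; 0% = DMSO wells and 100% = acetylcholine at EC100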
Target sequence (P08173 whole entry, looked up): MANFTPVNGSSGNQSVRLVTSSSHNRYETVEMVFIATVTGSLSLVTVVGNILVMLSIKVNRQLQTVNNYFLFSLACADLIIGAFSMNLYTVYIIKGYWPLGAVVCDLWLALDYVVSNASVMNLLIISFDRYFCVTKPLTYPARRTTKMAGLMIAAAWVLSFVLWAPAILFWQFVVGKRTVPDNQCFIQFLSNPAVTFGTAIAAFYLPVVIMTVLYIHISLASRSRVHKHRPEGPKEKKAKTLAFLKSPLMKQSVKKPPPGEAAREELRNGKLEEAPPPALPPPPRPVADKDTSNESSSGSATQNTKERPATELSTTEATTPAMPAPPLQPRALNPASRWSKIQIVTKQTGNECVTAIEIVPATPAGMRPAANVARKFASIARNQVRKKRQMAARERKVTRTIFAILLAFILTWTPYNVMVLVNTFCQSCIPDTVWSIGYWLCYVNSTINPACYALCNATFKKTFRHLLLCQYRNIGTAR
CHRM5 antagonist – antagonists of human muscarinic M5 receptor (CHRM5); hit rate 0.59% among 360,000; CHO-hM5 cells, Fluo-8 calcium fluorescence, ACh EC80; inhibition, % at 3 µM;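 active means inhibition above a per-plate cutoff, the mean of that plate's test compounds plus 3 SD, cut at about 27% in these data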;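 further: 0% = acetylcholine EC80 with DMSO and 100% = DMSO without agonist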
CHRM4 antagonist – antagonists of human muscarinic M4 receptor (CHRM4); P08173; CHO-hM4 cells, ACh EC80, Fluo-8 calcium fluorescence; inhibition, % at 3 µM; hit rate 0.73% among 360,000; AID 624125;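 active means inhibition above its plate's cutoff, the mean inhibition of sample wells plus 3 SD, cut at about 27% in these data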;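 further: 0% = acetylcholine EC80 with DMSO and 100% = DMSO without agonist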
CHRM4 PAM – positive allosteric modulators of human muscarinic M4 receptor. P08173. CHO-K1 hM4/Gqi5, Fluo-8 calcium fluorescence, ACh EC20; 0% = ACh EC20, 100% = maximal ACh. activation, % at 3 µM. hit rate 0.4% among 360,000. AID 624126;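 active means activation above its plate's cutoff, the mean activation of sample wells plus 3 SD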; further: some results filed as inactive read as strong as hits
CHRM5 PAM – potentiates acetylcholine response at human M5 receptor. P08912. CHO-K1 hM5, Fluo-8 calcium, ACh EC20 PAM; 0% = ACh EC20, 100% = ACh EC100. activation, % at 3 µM. hit rate 0.3% among 360,000. AID 624038;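 active means activation above the run cutoff, the mean activation of all test compounds plus 3 SD, cut at about 18% in these data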
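Assay system: CHO-K1 hM5 cells. Also added: acetylcholine at EC20 concentration, added after compound. Dosing: 3 µM, single dose. Times: compound preincubation 140 s before EC20 acetylcholine addition. Signal: Fluo-8 calcium fluorescence. Measure: % activation relative to EC20 and EC100 ACh responses. Repeats: singlicate, one well per test compound.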
M1 ag parental – nonselective activator or artifact in parental CHO-K1 cells; Fluo-8 calcium fluorescence; scaled to maximal ATP response, vehicle zero; activation, % at 3 µM; hit rate 0.48% among 360,000; AID 602248; in the data active means activation above about 15%;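 further: untransfected CHO-K1 host cells lacking M1 receptor as counterscreen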
CHO-K1 Ca antag – nonselective inhibitor or artifact in parental CHO-K1 cells; hit rate 0.6% among 360,000; ATP-induced calcium, Fluo-8 fluorescence; inhibition, % at 3 µM; AID 602250;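 active means inhibition above a per-plate cutoff, the plate's mean sample inhibition plus 3 SD, cut at about 24% in these data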;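 further: 0% = DMSO plus EC80 ATP and 100% = DMSO alone without ATP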
M1 PAM parental – nonselective activator or artifact in parental CHO-K1 calcium assay; ATP EC20, Fluo-8 calcium fluorescence; 0% at ATP EC20, 100% at ATP max; activation, % at 3 µM; hit rate 0.02% among 360,000; AID 602247;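 active means activation above the run cutoff, the mean activation of all test compounds plus 3 SD, cut at about 40% in these data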;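 further: peak over basal fluorescence ratio in a 140 s read after ATP addition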
CHRM5 agonist – CHRM5 agonism in calcium assay; P08912; CHO-K1 hM5 cells, Fluo-8 calcium fluorescence; 0% DMSO wells, 100% maximal acetylcholine response; activation, % at 3 µM; hit rate 0.19% among 360,000;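 active means activation above the run's mean over test compounds plus 3 SD, cut at about 23% in these data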;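 further: signal is peak over basal fluorescence ratio across the kinetic read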
An asterisk follows results filed as active.

SMILES | CHRM4 agonist | CHRM5 antagonist | CHRM4 antagonist | CHRM4 PAM | CHRM5 PAM | M1 ag parental | CHO-K1 Ca antag | M1 PAM parental | CHRM5 agonist
COC(=O)c1cccc(NC(=S)N2CCOCC2)c1 | 1 | -1 | 0 | -6 | -2 | 0.3 | -3 | 14 | 0
COc1ccc(Cc2nnc(Cl)c3ccccc23)cc1OC | 2 | 1 | 7 | 3 | 1 | 4.4 | -10 | 10 | 2
CC12CN(C(=O)c3ccc(Cl)cc3)C3(C#N)CC1CCC23C (stereo unspecified) | 0 | 2 | 2 | -1 | -4 | 0.3 | -4 | 18 | -3
CCN(c1ccccc1)S(=O)(=O)c1ccc(C(=O)Oc2ccc(C(C)=O)cc2)cc1 | 3 | 2 | 8 | -12 | -9 | 6.0 | -4 | 10 | 1
COc1ccc(NC(=O)N(CCCN2CCOCC2)Cc2cccnc2)c(OC)c1 | 2 | -8 | -24 | 8 | -1 | 0.2 | -11 | 10 | 0
CCOC(=O)NC1(C(F)(F)F)NC(=O)N(C2CCCCC2)C1=O (stereo unspecified) | -1 | 0 | 3 | -3 | 0 | -0.2 | 6 | -13 | -1
CC(Sc1ccc(Cl)cc1)C(=O)NNC(=O)c1ccccc1O (stereo unspecified) | 2 | 6 | 2 | -6 | -8 | 2.3 | -4 | 10 | 1
O=S(=O)(NCC(c1cccnc1)N1CCN(Cc2ccccc2)CC1)c1ccc(Cl)cc1 (stereo unspecified) | 2 | 2 | 6 | -4 | -5 | 0.7 | -3 | 5 | -5
Cc1ccc(/C=N/c2sc(Cc3ccccc3)c(C)c2C(N)=O)o1 | 2 | 12 | 10 | -2 | -5 | 0.7 | 1 | 10 | 1
COc1ccc(C(C(=O)NC(C)(C)C)N(CCc2ccccc2)C(=O)CCC(=O)Nc2cc(C)on2)cc1 (stereo unspecified) | 1 | 10 | -7 | 2 | 3 | -0.1 | -7 | 16 | -1
Cc1ccc(C)c(N2CCN(C(=O)c3cc4ccccc4oc3=O)CC2)c1 | 8 | 1 | -7 | 1 | -3 | 2.3 | -6 | 16 | 2
N/C(=N\OC(=O)c1cccc2ccccc12)c1cccc([N+](=O)[O-])c1 | 1 | -5 | -7 | 5 | -4 | 0.6 | -4 | 15 | -2
C=CCn1c(SCC(=O)Nc2ccc(N3CCOCC3)cc2)nnc1-c1ccncc1 | 0 | 1 | 1 | 1 | 6 | 0.3 | -20 | 4 | 1
CN(CC(=O)Nc1cccc(F)c1)CC(=O)Nc1cccc2ccccc12 | 28 | 27 | 13 | -10 | -31 | 7.2 | 1 | -10 | 2
CC(=O)c1cccc(NC(=O)/C(=C\c2cccnc2)NC(=O)c2ccccc2)c1 | 0 | 13 | 29* | -12 | -3 | 0.6 | 0 | 9 | 0
COc1ccc(Cl)cc1S(=O)(=O)NC(C)C(=O)NCCCn1ccnc1 (stereo unspecified) | 1 | 1 | -5 | 3 | 12 | 4.6 | -5 | 9 | 2
COc1ccc(Cc2n[nH]c(=S)n2-c2ccc3c(c2)OCCO3)cc1 | 2 | 12 | -5 | 5 | 0 | 1.5 | -20 | 20 | -4
COc1ccc(Nc2nc3ccccc3nc2NS(=O)(=O)c2cccs2)cc1 | 1 | 0 | 5 | -1 | -4 | 0.7 | 0 | 4 | 0
O=C(NCC1CCCO1)C1CC(=O)N(C2CCCCCC2)C1 (stereo unspecified) | 1 | 1 | -1 | 11 | -3 | 0.3 | -21 | 12 | 3
CCc1nnc(NC(=O)CSc2nnc(-c3ccccc3O)n2CC)s1 | 0 | -1 | 3 | 0 | -1 | 1.2 | -10 | 18 | -2
COc1ccc(-c2nnc(-c3ccccc3)o2)cc1OC | 5 | 3 | 3 | -5 | -7 | 0.6 | 17 | -22 | 0
CC(=O)Nc1cccc(/C(C)=N/NC(=S)NC(C)C)c1 | 0 | 3 | 0 | -3 | 6 | 0.5 | -6 | 19 | -1
COc1cc(CC(=O)OCC(=O)NC2CCCCCC2)cc(OC)c1OC | 1 | 12 | 17 | -2 | -6 | 0.9 | -9 | 6 | 1
Cc1nnc(-n2ncc(C#N)c2N)c2nn(-c3cccc(Cl)c3)c(C)c12 | 0 | 9 | 9 | 1 | -4 | 0.5 | 3 | -3 | 1
O=C1c2oc3ccc(F)cc3c(=O)c2C(c2cccc(O)c2)N1CCCN1CCOCC1 (stereo unspecified) | 0 | 5 | -8 | 6 | -3 | 0.3 | -15 | 23 | 2
CC1CN=C(N(C(=O)Nc2ccccc2)c2ccc(S(=O)(=O)N3CCOCC3)cc2)S1 (stereo unspecified) | 4 | 1 | -5 | 4 | -3 | 2.0 | -3 | 19 | 1
O=C(CSc1nnc(-c2ccc(Cl)cc2)o1)NNC(=O)c1ccncc1 | 1 | 4 | -14 | 4 | -5 | 0.5 | -4 | 2 | -4
c1ccc(CN2CCOCC2)cc1 | 0 | -9 | -5 | 11 | 6 | 0.0 | -4 | 17 | 0
COc1cc(C(=O)Oc2ccccc2/C=N/NC(=O)c2ccc(C)cc2)cc(OC)c1OC | 3 | 2 | 11 | -4 | -7 | 1.8 | 1 | 14 | 0
CCOCCCNC(=O)c1ccccc1SCC | 1 | 6 | -2 | 1 | -7 | 0.5 | -7 | 10 | 0
Cc1ccc(SC[C@H](C)CN2CC[C@H](C(C)(C)C)CCC2=O)cc1 | -1 | 14 | 17 | -1 | -7 | -0.9 | -3 | -6 | 0
COc1cc(NC(=O)CCc2c(C)nn(-c3ccc(N4CCOCC4)nn3)c2C)cc(OC)c1OC | 2 | 6 | 1 | 1 | -1 | 1.7 | -10 | 14 | -5
N#Cc1c(NC(=O)C2CCCO2)sc2c1CCCCC2 (stereo unspecified) | 1 | 6 | 3 | -3 | -4 | 3.3 | -17 | 24 | -2
CCCCOC(=O)c1ccc(NC(=O)COC(=O)c2ccc3ncsc3c2)cc1 | 7 | 4 | 5 | -6 | -1 | 1.9 | -9 | 11 | -1
Cn1c(=O)n(C)c2cc(CN3C(=O)OC(C)(C)C3(C)O)ccc21 (stereo unspecified) | 0 | -2 | 4 | 0 | 4 | 0.5 | -8 | 19 | 3
CCOC(=O)c1cn[nH]c1NC(=S)Nc1ccccc1 | 2 | 8 | 4 | -5 | -8 | 13 | 5 | 0 | 2
COC(CN1C(=O)C(O)=C(C(C)=O)C1c1ccccn1)OC (stereo unspecified) | 0 | -7 | -6 | -3 | 1 | 0.8 | -9 | 16 | -4
CCSc1nnc(-c2ccc(S(=O)(=O)NCc3cccs3)cc2)o1 | 11 | 0 | -7 | -2 | -4 | 7.6 | -22 | 6 | -1
CCOC(=O)CNC(=O)CSc1ccc2nnc(-c3cccnc3)n2n1 | 0 | 8 | -1 | -1 | -2 | -0.3 | -9 | 6 | -1
Cc1ccccc1-c1ccc(=O)n(CC(=O)Nc2ccc(N3CCOCC3)cc2)n1 | 2 | 10 | 9 | -6 | -6 | 0.1 | -6 | -5 | 1
COc1ccc(C(=O)/C(C#N)=N/Nc2ccc([N+](=O)[O-])cc2)cc1 | 4 | 17 | -7 | 1 | -7 | 2.8 | -18 | 3 | 0
COC(=O)N/N=C/c1ccc(OCCSc2ccc(Cl)cc2)c(OC)c1 | 7 | 14 | 7 | -10 | -13 | 3.3 | 7 | 0 | -1
COc1ccc(OCC(=O)Nc2c(C(=O)N(CCN(C)C)Cc3ccco3)oc3ccccc23)cc1 | 14 | 18 | 6 | -8 | -8 | 9.1 | -1 | 9 | -3
O=C(c1cccc(Cl)c1)N1CCC(=O)N(C(COCc2cccc(Cl)c2)Cc2ccccc2)CC1 (stereo unspecified) | 9 | 9 | 4 | -9 | -5 | 1.6 | -16 | 15 | 1
O=C(O)CC(SCC(=O)Nc1ccc(Br)cc1)C(=O)O (stereo unspecified) | 1 | -3 | -2 | 11 | 10 | 0.9 | 4 | 2 | -4
CC(=O)Nc1ccc(C2=NN(Cc3nnc(-c4ccccc4)o3)C(=O)SC2)cc1 | 9 | -8 | -3 | 9 | -5 | 3.1 | 4 | 8 | 5
CCCCn1c(N)c(N(CCOC)C(=O)c2cc(C)oc2C)c(=O)[nH]c1=O | 0 | 5 | -7 | 4 | -1 | 3.8 | 24* | -20 | -1
CCCCOc1ccc(C(=O)OCC(=O)c2c(N)n(C)c(=O)n(C)c2=O)cc1 | 3 | 11 | -1 | 0 | 0 | 0.4 | -7 | 4 | 2
Cc1occc1-c1nnc(SCC(=O)NCc2cccs2)n1CC1CCCO1 (stereo unspecified) | 1 | 1 | 12 | -2 | 1 | 0.2 | 6 | 3 | 0
C(=C/c1nccc2c1[nH]c1ccccc12)/c1ccc2c(c1)OCO2 | 4 | 0 | 0 | -8 | -4 | 4.5 | -2 | 8 | -8
COc1ccc2oc(-c3ccccc3)c(C(=O)N3CCOCC3)c2c1 | 7 | 6 | 3 | -3 | -8 | 2.4 | 0 | 6 | -4
CC1=CS/C(=C(/C#N)C(=O)N2CCOCC2)N1c1ccccc1 | 1 | -1 | -27 | 9 | -3 | 0.3 | -14 | 14 | 0
COc1ccc(C)cc1S(=O)(=O)N1CCC(C(=O)N2CCOCC2)CC1 | 1 | -1 | -10 | 4 | 4 | 1.8 | -4 | 16 | -5
Cc1ccc2c(c1)C(O)(CC(=O)c1ccc3c(c1)OCO3)C(=O)N2 (stereo unspecified) | 1 | 0 | 0 | 6 | -8 | 0.6 | 4 | 12 | -5
Cc1onc(-c2ccccc2Cl)c1C(=O)Nc1nnc(C(C)C)s1 | 0 | 9 | -9 | -3 | -8 | 0.4 | -4 | 6 | -5
Cc1ccc(OCCSc2ncnc3nc[nH]c23)cc1 | 8 | 0 | -8 | 4 | -7 | 2.1 | -6 | 3 | 4
COc1ccc(OC(=O)OCc2ccccc2)cc1 | -1 | -3 | -5 | -1 | -4 | 0.6 | -3 | -9 | 1
COc1ccccc1-n1c(CNc2c(C)cccc2C)nnc1SCC(=O)N1CCOCC1 | 2 | -3 | -10 | 3 | -2 | 0.7 | -9 | 11 | 1
